Bioassay records deposited in PubChem by several laboratories.
PP1 counter: PP1-alpha phosphatase inhibitors, primary screen, counter-screen for PP5 inhibitor project, biochemical, fluorescence, OMFP substrate, single point; purified PP1alpha; inhibition, % at 6.7 µM; 320,000 tested, 0.9% active; AID 2235, 2010;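 active = inhibition above the mean inhibition of all tested compounds plus 3 SD, computed separately for each screening campaign, cut at about 15% in these data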
procasp3 activ: activators of human procaspase-3 D3A mutant, primary screen, biochemical, absorbance, PC-3 D3A mutant, single concentration | Caspase-3 (Homo sapiens), P42574 | activation, % at 8.5 µM | 330,000 tested, 0.11% active | recombinant procaspase-3 D3A, Ac-DEVD-pNA absorbance 405 nm | AID 463141, 2010;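 active = activation above the mean of all tested compounds plus 3 SD, cut at about 21% in these data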;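 note: 0% = DMSO alone and 100% = DMSO wells spiked with extra 5 µM PC-3 D3A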
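Test system: Procaspase-3 D3A mutant, all three cleavage aspartates alanine | Dosing: Single dose, 8.5 µM nominal compound, 0.8% DMSO | Schedule: 1 h preincubation, 2 h reaction | Technique: 405 nm absorbance of p-nitroaniline, reads at 0 and 120 min | Repeats: One well per compound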
procasp7 counter: procaspase-7 activators, primary screen, counter-screen for procaspase-3 activator project, biochemical, absorbance, HTS, human. Caspase-7 (Homo sapiens), P55210. recombinant procaspase-7, Ac-DEVD-pNA absorbance 405 nm; D23A/D198A/D206A triple mutant, cannot self-cleave; scale: DMSO 0, 5 µM enzyme 100. activation, % at 8.5 µM. 330,000 tested, 0.093% active;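 active = percent activation above the screen-wide mean plus 3 SD, cut at about 25% in these data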
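Assay system: Uncleavable procaspase-7 mutant enzyme / Input: 2 µM procaspase-7 mutant as dispensed / Dosing: single nominal 8.5 µM compound dose, 0.8% DMSO final / Timing: 1 h enzyme–compound preincubation and 2 h substrate reaction, both 25 °C / Detection: p-Nitroaniline absorbance at 405 nm, read at 0 and 120 min / Replication: singlicate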
JMJD2C inh: inhibitors of GASC-1 histone demethylase, primary screen, biochemical, fluorescence, DELFIA europium | Lysine-specific demethylase 4C (Homo sapiens), Q9H3R0 | GST-JMJD2C(1-420) H3K9me3 demethylation | inhibition, % at 2.35 µM | 330,000 tested, 0.069% active;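 active = more than half of a compound's replicate wells show inhibition beyond 50%, single wells judged on their own value; inconclusive = some, but no more than half, of replicates pass 50% inhibition; inactive = no replicate passes 50% inhibition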;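 note: signal counts dimethyl H3K9 product captured on neutravidin plate; 0% = median of DMSO wells and 100% = 0.3 times that DMSO median; strong numbers were not always called active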
Target sequence (Q9H3R0 1-420 limits assumed): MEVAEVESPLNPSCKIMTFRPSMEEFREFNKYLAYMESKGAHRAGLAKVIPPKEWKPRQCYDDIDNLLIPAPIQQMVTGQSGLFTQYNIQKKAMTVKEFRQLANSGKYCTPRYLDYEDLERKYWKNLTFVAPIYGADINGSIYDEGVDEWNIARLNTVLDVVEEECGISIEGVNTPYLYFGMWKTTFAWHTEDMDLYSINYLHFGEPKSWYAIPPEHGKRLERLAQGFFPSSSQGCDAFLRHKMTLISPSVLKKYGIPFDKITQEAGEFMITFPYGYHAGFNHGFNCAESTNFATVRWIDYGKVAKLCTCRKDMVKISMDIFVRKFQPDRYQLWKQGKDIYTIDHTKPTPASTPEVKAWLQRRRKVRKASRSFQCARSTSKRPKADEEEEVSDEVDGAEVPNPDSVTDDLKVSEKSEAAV
PP5 inh: PP5 phosphatase inhibitors, primary screen, biochemical, fluorescence; Serine/threonine-protein phosphatase 5 (Homo sapiens), P53041; purified PP5c, OMFP substrate fluorescence; inhibition, % at 6.7 µM; 320,000 tested, 0.18% active; AID 1987, 2009;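 active = inhibition above the campaign's mean inhibition across all tested compounds plus 3 SD, cut at about 9.5% in these data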;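 note: 0% = DMSO only and 100% = 100 µM cantharidin control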
Target sequence (P53041 whole entry, looked up): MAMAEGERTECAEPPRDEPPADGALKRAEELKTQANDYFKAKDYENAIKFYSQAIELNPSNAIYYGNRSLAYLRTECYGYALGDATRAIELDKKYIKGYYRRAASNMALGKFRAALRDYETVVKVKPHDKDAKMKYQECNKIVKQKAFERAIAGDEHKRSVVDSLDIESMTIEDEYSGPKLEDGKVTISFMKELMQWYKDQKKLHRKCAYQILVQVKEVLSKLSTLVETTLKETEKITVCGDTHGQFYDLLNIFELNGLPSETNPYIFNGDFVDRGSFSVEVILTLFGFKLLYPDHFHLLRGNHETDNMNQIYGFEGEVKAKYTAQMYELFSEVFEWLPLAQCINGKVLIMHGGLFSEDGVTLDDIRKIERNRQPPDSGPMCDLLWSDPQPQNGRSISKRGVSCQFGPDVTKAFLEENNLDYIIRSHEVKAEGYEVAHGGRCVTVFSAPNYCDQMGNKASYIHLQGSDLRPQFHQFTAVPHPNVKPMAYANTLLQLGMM
TPT1 inh: Candida albicans TPT1 enzyme inhibitors, primary screen, biochemical, fluorescence polarization; tRNA 2'-phosphotransferase TPT1 (Candida albicans SC5314); recombinant caTPT1, FP RNA substrate dephosphorylation; inhibition, % at 5 µM; 300,000 tested, 0.81% active; AID 1962, 2009;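 active = inhibition above the mean of all tested compounds plus 3 SD, set per screening campaign, cut at about 24% in these data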;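 note: plate controls were DMSO alone for no effect and ferristatin control at 100 nM for full effect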
Efflux pump mplx: inhibitors of Candida efflux pumps in yeast, primary screen, S. cerevisiae, Nile Red, multiplex; inhibition, % at 10 µM; 330,000 tested, 0.44% active; AID 485275, 2010; S. cerevisiae Candida pump triplex;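 active = plate passing quality check with inhibition over a set limit, or well fluorescence over plate mean plus 4 SD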;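 note: Nile Red retained in pooled yeast measured as flow cytometry median fluorescence; 0% = buffer negative control and 100% = Enniatin B positive control; higher means more Nile Red kept so more efflux inhibition; some compounds called inactive have numbers as strong as hits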
Fh CTSL1 inh: Fasciola hepatica cathepsin L1 inhibitors, primary screen, counter-screen for PFM18AAP inhibitor project, biochemical, QFRET, fluorogenic peptide substrate; AID 1906, 2009; 300,000 tested, 0.49% active; inhibition, % at 5.96 µM; recombinant F. hepatica cathepsin L1, Z-Leu-Arg-MCA fluorescence;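 active = inhibition above the mean of all tested compounds plus 3 SD, set per screening campaign, cut at about 17% in these data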;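 note: 0% = plate median of test compound wells and 100% = 1 µM Z-Phe-Ala-diazomethylketone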
core dimer inh: inhibitors of HCV core protein dimerization, primary screen, biochemical, TR-FRET, high-throughput; TR-FRET GST/Flag-core106 dimerization, 1536-well; inhibition, % at 5 µM; 300,000 tested, 0.33% active; AID 1899, 2009;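 active = inhibition above the mean of all tested compounds plus 3 SD, set per screening campaign, cut at about 45% in these data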
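Material: Tagged HCV core106 pair (GST and Flag) | Amount: GST-core106 13.5 nM, Flag-core106 17 nM | Medium: KF-containing HEPES buffer, pH 7.45, DTT, CHAPS, BSA | Reagent: Eu donor and XL665 acceptor anti-tag antibodies | Schedule: 4 h at 22.5 °C | Technique: Time-resolved FRET, ex 340 nm, em 617 and 671 nm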
Numbers without * were called inactive; ? = inconclusive; · = no result given.

Molecule	PP1 counter	procasp3 activ	procasp7 counter	JMJD2C inh	PP5 inh	TPT1 inh	Efflux pump mplx	Fh CTSL1 inh	core dimer inh
Cc1cccc(S(=O)(=O)C(C#N)c2nc3ccccc3nc2N2CCOCC2)c1 (stereo not given)	2	-5	-15	4	1.6	-4	0.1	6	1
CCCS(=O)(=O)N1CCCC(C(=O)NCCCN(Cc2ccccc2)C(C)C)C1 (stereo not given)	-1	-1	6	-7	-2.7	-2	-0.2	3	-6
Cc1nc2sccn2c(=O)c1S(=O)(=O)Nc1ccc(N2CCOCC2)c(Cl)c1	-1	-3	4	-19	1.9	-2	0.0	-5	-1
CCn1c(SCC(=O)NCc2cccs2)nnc1-c1ccncc1	-2	8	-5	3	3.3	1	0.0	-3	-1
COC(=O)c1ccc(NC(=O)c2ccc3c(c2)C(=O)N(C)C3=O)cc1	-3	2	2	-5	1.2	-1	-0.1	-1	5
COc1cccc(C(=O)Nc2cc(C(=O)NCc3ccc(C)cc3)ccc2N2CCC3(CC2)CC(c2cccc(Br)c2)=NO3)c1	-1	4	5	-1	-2.1	4	0.0	2	-14
CCOc1ccc(NC(=O)C(C)N2C(=O)c3ccccc3S2(=O)=O)cc1 (stereo not given)	-2	-3	3	-16	0.6	-1	0.2	1	-2
OCCOc1cccc(CN2CCC(CO)(CCOc3ccccc3)CC2)c1	-2	25*	6	11	0.6	-4	-0.1	-5	4
CCCS(=O)(=O)NCc1cn2c(C)csc2n1	3	-2	17	7	-0.2	6	0.0	-4	14
O=C(NC1CCCCC1)C(c1ccc(Cl)cc1)N(C(=O)c1ccccn1)c1cccnc1 (stereo not given)	0	6	0	-16	0.4	-7	0.4	2	1
Cc1cccc(CN2CCN(Cc3ccco3)CC2)c1	2	14	0	9	1.6	1	0.0	1	0
O=C(CN1CCN(c2cccc(Cl)c2)CC1)Nc1nccs1	-3	12	1	3	-0.1	4	0.3	4	-1
CN(c1ccccc1)S(=O)(=O)c1ccc(C(=O)Nc2nnc(-c3ccc(F)cc3)o2)cc1	7	-6	-5	4	-1.9	-4	-0.1	4	24
Cc1cnc(C(=O)OCC(=O)NC(C)CCc2ccccc2)cn1 (stereo not given)	2	-1	8	1	-0.7	-2	-0.1	-9	-1
Cn1ccc(C(=O)N/N=C/c2ccccc2[N+](=O)[O-])n1	-2	-6	8	-4	-0.6	1	0.1	0	-1
Nc1ccc(C23CC4CC(CC(O)(C4)C2)C3)cc1	-3	1	-8	17	3.2	-2	0.0	-5	0
Cc1ccc(CCC(=O)Nc2ccc(C#N)cc2)o1	-1	-3	-2	61	-2.1	-5	-0.4	-3	1
O=C1CCCc2oc3ccc(NS(=O)(=O)c4cccc5cccnc45)cc3c21	-1	-1	3	4	2.7	2	0.0	-6	3
CC(NC(=O)c1ccco1)C(=O)OC(C)C(=O)NCc1ccccc1 (stereo not given)	-5	-1	5	1	-1.3	1	-0.1	4	-5
CCn1cc(C(=O)N[C@@H](CCSC)C(=O)NCCN2CCOCC2)c(=O)c2cc3c(cc21)OCO3	-1	3	-1	?	-1.2	3	-0.1	3	-6
Cc1c(C(=O)NC(C)CN2CCCCC2)oc2ccccc12 (stereo not given)	-3	5	14	-3	-1.0	-2	0.0	1	-4
Cc1ccc(S(=O)(=O)N(C)Cc2ccc(C(=O)NN=C3C4CC5CC(C4)CC3C5)cc2)cc1	3	-4	-10	-15	1.9	-2	1.0	-8	-10
CCOC(=O)C1=NOC2COC3(CCN(c4ncccn4)CC3)OCC12 (stereo not given)	-1	1	5	5	-0.8	-6	0.0	0	-1
CCC(=O)Nc1ccccc1Sc1ncnc2scc(-c3ccccc3)c12	0	5	-1	-20	3.7	1	0.1	-5	3
CC(C)N(C(=O)CSc1nnc(-c2ccc3c(c2)OCO3)n1C)C(C)C	-9	6	7	0	-1.0	1	0.1	-5	5

Retrieved one by one from above, three records:
Molecule	PP1 counter	procasp3 activ	procasp7 counter	JMJD2C inh	PP5 inh	TPT1 inh	Efflux pump mplx	Fh CTSL1 inh	core dimer inh
CCn1c(SCC(=O)NCc2cccs2)nnc1-c1ccncc1	-2	8	-5	3	3.3	1	0.0	-3	-1
CC(NC(=O)c1ccco1)C(=O)OC(C)C(=O)NCc1ccccc1 (stereo not given)	-5	-1	5	1	-1.3	1	-0.1	4	-5
O=C(CN1CCN(c2cccc(Cl)c2)CC1)Nc1nccs1	-3	12	1	3	-0.1	4	0.3	4	-1

Going on with the list:
Molecule	PP1 counter	procasp3 activ	procasp7 counter	JMJD2C inh	PP5 inh	TPT1 inh	Efflux pump mplx	Fh CTSL1 inh	core dimer inh
O=C(O)c1ccc(COc2ccccc2/C=C2\NC(=O)N(Cc3ccccc3F)C2=O)cc1	1	-4	4	-8	-0.4	3	0.0	5	-1
CC(=C1C2C=CC1C1C(=O)NC(=O)C21)c1ccccc1 (stereo not given)	1	-17	-30	0	1.5	0	0.3	-3	-1
O=C(N/N=C/C=C/c1ccco1)c1cccs1	-2	-5	-4	-10	1.6	6	-0.1	2	12
Cc1ccc(CNC2CCCCC2)s1	-3	4	3	1	-1.8	-1	-0.2	5	-1
Cc1cc2c(C)ccc(C)c2nc1SCC(=O)c1cccs1	6	-8	-4	3	3.3	11	-0.1	5	2
COc1ccc(Nc2ccc(Nc3ccc(OC)cc3)nn2)cc1	-2	7	-2	2	2.3	0	-0.2	5	-25
CCCCCc1ccc(-c2ccc(=O)[nH]n2)cc1	2	5	10	67	0.8	3	0.1	2	-1
COCCCNc1nc2c([nH]1)c(=O)[nH]c(=O)n2C	-7	-9	4	?	0.6	3	0.1	-4	-2
COc1ccc(C2NC(=O)NC(C)=C2C(=O)OCc2ccccc2)cc1 (stereo not given)	4	4	6	-17	1.8	-1	0.0	0	0
Cc1cccc(-c2noc(CCC(=O)NCc3ccccc3)n2)c1	-11	0	-6	14	5.0	2	0.2	-4	-2
Cc1ccc(NC(=O)COC(=O)[C@@H]2CCCN2C(=O)c2cccs2)cc1S(=O)(=O)N(C)C	-8	0	1	5	-1.3	5	0.0	-24	-1
CCOC(=O)Cc1csc(NC(=O)Nc2ccc(F)cc2)n1	-3	-2	2	1	0.4	4	-0.1	0	-2
CCOC(=O)C1(CCc2ccccc2)CCN(Cc2ccn[nH]2)CC1	-4	2	15	·	0.0	4	0.1	2	2
CC1CN(C(=O)CSc2cn(CC(=O)N3CCOCC3)c3ccccc23)CC(C)O1 (stereo not given)	-2	-2	2	1	0.2	-1	-0.1	0	7
CS(=O)(=O)N1CCN(c2ccc([N+](=O)[O-])c(NCc3ccc(Cl)cc3)c2)CC1	2	7	-8	-2	1.7	-3	-0.5	0	7
CNS(=O)(=O)c1cccc(C(=O)OCC(=O)Nc2ccccc2F)c1	-3	0	7	-2	-0.2	-4	0.2	-6	-1
O=C(COC(=O)CCNS(=O)(=O)c1ccc(Cl)cc1)NCc1ccco1	1	-1	-7	-11	0.0	-5	0.0	-23	-12
Cc1ccc2nc(-c3cccnc3)cc(C(=O)Nc3ccc(F)cc3C)c2c1	-3	7	-1	3	0.8	-2	-0.1	1	-1
COc1ccc(/C=C/C(=O)NCC(=O)N/N=C/c2cc(Br)ccc2OC)cc1	1	10	6	-14	4.4	-2	0.0	3	7
Cc1ccc(NC(=O)COS(=O)c2ccc(C)cc2)cc1 (stereo not given)	0	-6	15	-11	-0.9	-1	-0.1	0	-3
Cc1ccc(C)c(N2CCN(C(=O)C3CCN(S(=O)(=O)c4cccc5nsnc45)CC3)CC2)c1	5	6	0	1	2.3	1	-0.1	1	4
Cc1cc(OC(=O)c2ccc(C)c(C)c2)c([N+](=O)[O-])c(=O)[nH]1	-2	4	-3	-26	1.5	0	-0.7	-3	-18
Cc1ccc(-c2nc(CS(=O)(=O)CC(=O)NC3CC3)c(C)o2)cc1	0	0	-8	-3	1.3	-3	0.0	1	-8
Cc1cc2c(cc1S(=O)(=O)N(C)C1CCCCC1)OCC(=O)N2	4	0	-2	-7	3.0	-6	0.0	-6	23
CCc1ccc(Nc2nnc(SCC(=O)Nc3cccnc3Cl)s2)cc1	-2	0	5	2	0.5	2	0.0	5	10
CCC/C=C1/CCCOC(C(=O)NCc2ccccc2)(C(F)(F)F)C1 (stereo not given)	0	0	0	2	4.6	-1	-0.1	-2	-4
COc1cc2c(cc1OC)C(c1ccc3c(c1)OCO3)CC(=O)N2 (stereo not given)	-2	1	-15	6	2.3	1	0.0	1	0
Nc1nnc(-c2cn(-c3ccccc3)nc2-c2ccccc2)o1	-4	-1	-1	-6	2.4	0	-0.1	5	-11
COc1ccc(OC)c(NC(=O)C2CCN(S(=O)(=O)c3ccc4c(c3)OCCO4)CC2)c1	-1	-5	10	3	-0.5	1	0.1	0	4

Five structures from above, sorted by number of heavy atoms, descending.
Molecule	PP1 counter	procasp3 activ	procasp7 counter	JMJD2C inh	PP5 inh	TPT1 inh	Efflux pump mplx	Fh CTSL1 inh	core dimer inh
COc1ccc(OC)c(NC(=O)C2CCN(S(=O)(=O)c3ccc4c(c3)OCCO4)CC2)c1	-1	-5	10	3	-0.5	1	0.1	0	4
CCc1ccc(Nc2nnc(SCC(=O)Nc3cccnc3Cl)s2)cc1	-2	0	5	2	0.5	2	0.0	5	10
Cc1ccc(-c2nc(CS(=O)(=O)CC(=O)NC3CC3)c(C)o2)cc1	0	0	-8	-3	1.3	-3	0.0	1	-8
Cc1cc2c(cc1S(=O)(=O)N(C)C1CCCCC1)OCC(=O)N2	4	0	-2	-7	3.0	-6	0.0	-6	23
Cc1cc(OC(=O)c2ccc(C)c(C)c2)c([N+](=O)[O-])c(=O)[nH]1	-2	4	-3	-26	1.5	0	-0.7	-3	-18
